ERK EGF inh – EGF-driven ERK pathway inhibition; HEK293-V1b, EGF-stimulated phospho-ERK AlphaScreen; Potency, µM (series often up to 11.5 µM), inactives show at the highest dose activity change, negative = inhibition, usual class: inhibitors; 130,000 compounds, 0.41% hits; active means well fitted inhibition curve with a large enough effect; inconclusive means small, poorly fitted or top-dose-only effect, or effect the other way;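 further: plate controls were stimulated vehicle wells for no effect and unstimulated vehicle basal for full effect; nearly all actives have a fitted effect of over 55% in size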
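Phospho-ERK1/2 measured by AlphaScreen (SureFire) after 5 min 25 nM EGF stimulation of V1b-expressing HEK293 cells preincubated 30 min at 37C with titrated compounds; data scaled to DMSO and EGF controls, Hill-fitted AC50.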
* marks the source's active call; other numbers are inactive results; ? = inconclusive; & = joins results of further samples; [ ] = dose if it differs, or a comment. Potency means the concentration at half of the fitted maximal effect. Only part of the results is shown, so the mix of outcomes need not match the whole.

ERK EGF inh | SMILES
0% | CCNC(=S)N1CCN(CC)CC1
-5%[57.5 µM] | Cc1ccc(C(=O)N/N=C/c2cn(Cc3ccccc3)c3ccccc23)cn1
12% | CCCC(=O)NCCc1c2n(c3ccc(OC)cc13)Cc1ccccc1-2
-10% | Fc1ccc(N2CCN(C(c3cccs3)c3nnnn3CCc3ccccc3)CC2)cc1 (stereo not given)
0% | CCOC(=O)CSCC(=O)N1N=C(c2cccs2)CC1c1ccc(F)cc1 (stereo not given)
-7% | CC(=O)Nc1nc(N(C)C)nc(N(C)C)n1
-3% | COc1cccc([C@@H]2Oc3ccc(Br)cc3C[C@H]2OC(=O)NS(=O)(=O)c2ccc(F)cc2)c1
-2% | Fc1ccc(C2CC(c3cccs3)=NN2C(=S)Nc2ccccc2)cc1 (stereo not given)
3% | COc1cccc(Cn2c(=O)cnc3cnc(N4CCOCC4)nc32)c1
-3% | CC(C)(/C=N/NC(=O)CSCc1ccc(Cl)cc1)CCC#N
8% | CC(C)(C)c1nn2cnnc2n(/N=C/c2cccc3ccccc23)c1=O
-14%[57.5 µM] | COc1ccc(C(=O)Nc2ccc3oc(-c4cccc(Cl)c4)cc(=O)c3c2O)cc1

ERK EGF inh | SMILES
-12% | COCCn1nnnc1C(c1ccccc1)N1CCN(c2ccccc2)CC1 (stereo not given)
5% | Cc1ccc(N=Cc2cc(Cl)cc(Cl)c2O)nc1
24% | O=C(Nc1ccc2c(c1)CCC2)c1cc(S(=O)(=O)Nc2ccc(F)cc2)c(Cl)cc1Cl
5% | COc1ccc(CN2C(=O)c3ccccc3C2C(=O)NC2CCC(C)CC2)c(OC)c1 (stereo not given)
9% | Cc1ccsc1-c1nc(CN(C)C(C2CC2)C2CC2)c(C)o1
-1% | O=c1[nH]ncc(N2CCN(Cc3ccccc3)CC2)c1Cl
-2%[57.5 µM] | Cc1cccc(C(=O)N[C@H](C(=O)Nc2cccc(S(=O)(=O)N3CCCC3)c2)C(C)C)c1
-8% | O=c1cc(N2CCCC2)c(-c2ccccc2)n[nH]1
-7%[57.5 µM] | CNc1ccc(Br)cc1C(O)c1ccccc1 (stereo not given)
-4% | CCCc1cc(C(=O)OC)c2ccccc2n1
-8% | Cn1c(Cn2c(=O)sc3ccccc32)nnc1SCc1ccccc1
-2% | COc1ccc(NC(=O)c2ccc(NCCN3C(=O)CCC3=O)c([N+](=O)[O-])c2)cc1

ERK EGF inh | SMILES
-9% | O=C(O)CCNC(=O)c1ccc(NC(=O)Cc2ccc(Cl)cc2)cc1
? | COc1ccc(CSC2=CS(=O)(=O)c3ccccc3N2)cc1
-6% | CC(=O)c1ccc(NC(=O)CN(C)CC(=O)Nc2cccc(F)c2)cc1
-6% | CCOC(=O)c1ccc(NC(=O)CSCC(=O)OCC(=O)c2ccccc2)cc1
? | COCCn1c(-c2ccccc2)csc1=Nc1cccnc1
-3% | Cc1ccc(NC(=O)CSc2nc3c(cc2C#N)C(=O)CCC3)cc1S(=O)(=O)N(C)C
-5% | COc1cc(/C=N/Nc2nc3ccccc3[nH]2)ccc1O
-16%[57.5 µM] | CC(NC(=O)NNC(N)=S)(C(F)(F)F)C(F)(F)F
4% | O=C(Nc1ccc2ccccc2c1)/C(=C/c1cccc(Br)c1)NC(=O)c1ccco1
2% | Cc1cc(C)cc(OCC(=O)Nc2ccc3c(c2)C(=O)c2ccccc2C3=O)c1
0% | CC1(C)CC2CC(C)(CN2CC(O)COc2ccccc2)C1 (stereo not given)
-4% | CC(C)c1ccc(C2N3CC4([N+](=O)[O-])CN2CC([N+](=O)[O-])(C3)C4(C)C)cc1 (stereo not given)

ERK EGF inh | SMILES
4% | CC(C)CNC(=O)c1ccc(Cl)c(N)c1
-13%[57.5 µM] | CC(C)(C)c1ccc(OCC(=O)O)cc1
-2% | Cc1cc(C)cc(NC(=O)CSc2ccccc2)c1
-1% | COc1ccc(NC(=O)CC2SC(=NCC3CCCO3)NC2=O)c([N+](=O)[O-])c1 (stereo not given)
35% | Cc1cc(C)n(-c2ccc(C(=O)N3CCC(CO)(Cc4ccccc4)CC3)cc2)n1
-8% | COc1ccc(S(=O)(=O)NC(CC(=O)NCCc2ccc(OC)c(OC)c2)C(C)C)cc1 (stereo not given)
11% | CC(C)(C)c1cc(C(=O)N/N=C/c2ccco2)n[nH]1
5% | Cc1ccccc1NC(=O)Cn1nnc(S(=O)(=O)c2ccc(C(C)(C)C)cc2)c1N
6% | CC(Sc1ccc2c(c1)OCCO2)C(=O)Nc1ccc(N2CCOCC2)cc1 (stereo not given)
-11%[57.5 µM] | CN(C)c1ccc(/C=C2\SC(=O)N(CCc3nnc(N)s3)C2=O)cc1
5% | O=C(NC(=S)NCCN1CCOCC1)c1ccc(F)cc1
-8% | CCNC(=S)N(CCc1c(C)[nH]c2ccccc12)Cc1cc(OC)c(OC)c(OC)c1

ERK EGF inh | SMILES
6%[57.5 µM] | O=S(=O)(c1ccc(NC(=S)NCc2cccnc2)cc1)N1CCCCC1
-3%[57.5 µM] | Cn1cccc1C(=O)NC(=O)COC(=O)c1cc(S(=O)(=O)N2CCCCC2)ccc1Cl
15%[57.5 µM] | CCNC1=C(Cl)C(=O)c2ccccc2C1=O
6% | CCOc1ccccc1C1CC(c2ccc(Br)cc2)Nc2nc(N)nn21 (stereo not given)
-13% | C=CCNC(=S)Nc1ccc2nc(C)oc2c1
0%[57.5 µM] | Cc1ccc(NC(=O)c2ccccn2)c(Br)c1
0% | O=C(COC(=O)C1CCC(=O)N1)Nc1ccc(Cl)cc1Cl (stereo not given)
? | Cc1ccc(-c2cc(C(=O)N(C)Cc3cnn(C)c3C)c3cc(Br)ccc3n2)cc1
-9%[57.5 µM] | Cc1ccccc1C(=O)Oc1ccc(Sc2ccc(O)cc2)cc1
-1% | CC(=O)Nc1ccc(/C=N/OCC(=O)Nc2ccc(C)cc2)cc1
-3% | NCC(O)CC(=O)O (stereo not given)
11% | O=C(C1CCCN(CCCc2ccccc2)C1)N1CCCCC1 (stereo not given)

ERK EGF inh | SMILES
-3% | C/C(=N/NC(=O)CSc1nc2ccccc2n1C)c1ccc(O)cc1
-3% | COc1ccc(/C=N/NC(=O)c2cccc(NC(C)=O)c2)c(OC)c1
10% | Cc1ccccc1N/N=C/c1ccc(C#N)cc1
-7% | Cc1ccc(CNC(=O)CCC2CCCN(Cc3cccc4cccnc34)C2)o1 (stereo not given)
4%[57.5 µM] | CCOC(=O)c1cnc(-n2nc(C)cc2C)nc1Oc1ccc(C#N)cc1
10% | COc1ccc(C(C)=O)cc1CSc1nc2ccccc2c(=O)n1-c1ccccc1C
? | O=C(Cc1ccccc1F)Nc1ccc(SC(F)F)cc1
3% | CCOC(=O)c1c(NC(=O)CSc2nnc(-c3c[nH]c4ccccc34)n2CCOC)sc2c1CCCCC2
7% | COc1cc2[nH]c(=O)n(CCC(=O)N3CCN(Cc4ccccc4)CC3)c(=O)c2cc1OC
5%[57.5 µM] | CCCc1ccc(C(=O)NNc2ccccc2F)cc1
-2% | COc1ccccc1/C=C/C(=O)NCCC1=CCCCC1
6% | O=C(O)CCCNS(=O)(=O)c1ccc2c(c1)OCCCO2

ERK EGF inh | SMILES
-19% | Cc1cccc(C(=O)Nc2cccc(OCC(=O)O)c2)c1
-43% | O=C(Nc1ccc2c(c1)CCC2)c1ccccc1Br
-3% | Cn1c(N)c(C(=O)COC(=O)c2ccc(Cl)nc2)c(=O)n(C)c1=O
-3% | CN(C)CCN1C(=O)NC(C)(c2ccc([N+](=O)[O-])cc2)C1=O (stereo not given)
-6%[57.5 µM] | CCC1CCCCN1Cc1nc(Cc2ccccc2Cl)no1 (stereo not given)
-4% | COc1cccc(NC(=O)CN2C(=O)NC(C)(CCC(C)C)C2=O)c1 (stereo not given)
7%&-6% | C=C(C)C1CC=C(C(=O)O)CC1 (stereo not given)
? | COC1=C(Nc2ccc(O)cc2)C(=O)c2ccccc2C1=O
1% | Cc1ccc2sc(N(CCCN(C)C)C(=O)c3nc4ccccc4s3)nc2c1C
-10% | COC(=O)c1ccc(NC(=O)N2CCCC(C(=O)c3ccccc3OC)C2)cc1 (stereo not given)
1% | CC(C)CC(C(=O)O)C(C)CC(=O)Nc1ccn(-c2ccccc2)n1 (stereo not given)
-5% | NC(N)=NCCC[C@H](NC(=O)OCc1ccccc1)C(=O)O

Part of the list above, as tab-separated lines.
SMILES	ERK EGF inh
COc1cccc(NC(=O)CN2C(=O)NC(C)(CCC(C)C)C2=O)c1 (stereo not given)	-4%
C=C(C)C1CC=C(C(=O)O)CC1 (stereo not given)	7%&-6%
COC1=C(Nc2ccc(O)cc2)C(=O)c2ccccc2C1=O	?

More entries follow.
ERK EGF inh | SMILES
-1% | Cc1ccccc1C1CC(c2ccc(F)cc2)Nc2nc(N)nn21 (stereo not given)
9% | Cc1ccc(NC(=S)Nc2ccc3nc(-c4ccccn4)c(-c4ccccn4)nc3c2)cc1C
-2% | CCN1CCN(CCC(=O)Nc2ccc3c(c2)OCO3)CC1
5% | CCN(C(=O)COC(=O)c1ccccc1NC(=O)c1ccco1)C1CCS(=O)(=O)C1 (stereo not given)
-4% | COc1cc(/C=C(\C#N)C(N)=O)ccc1OS(=O)(=O)c1ccc(C)cc1
5% | COc1ccc(/C=N/N2CCOCC2)cc1O
3% | Cc1cccc(C(OC(=O)c2ccco2)C(=O)NCc2ccccc2)n1 (stereo not given)
2% | N#Cc1ccccc1OCC(=O)N1CCc2ccccc2C1
0% | CCN(CC(=O)NCc1cccs1)C(=O)c1ccccc1Cl
7% | O=C(Nc1ccc(NC(=O)c2cc3ccccc3o2)cc1)c1ccc2c(c1)OCCO2
-11% | Cc1ccc(OCC(=O)N(Cc2ccccc2)C(C)(C)C)c([N+](=O)[O-])n1
1% | CC(=O)Nc1ccc(NC(=O)Nc2ccc(C)c(C)c2)cc1

Gathered by group, the entries above with a nitro group on carbon (5)
ERK EGF inh | SMILES
-2% | COc1ccc(NC(=O)c2ccc(NCCN3C(=O)CCC3=O)c([N+](=O)[O-])c2)cc1
-4% | CC(C)c1ccc(C2N3CC4([N+](=O)[O-])CN2CC([N+](=O)[O-])(C3)C4(C)C)cc1 (stereo not given)
-1% | COc1ccc(NC(=O)CC2SC(=NCC3CCCO3)NC2=O)c([N+](=O)[O-])c1 (stereo not given)
-3% | CN(C)CCN1C(=O)NC(C)(c2ccc([N+](=O)[O-])cc2)C1=O (stereo not given)
-11% | Cc1ccc(OCC(=O)N(Cc2ccccc2)C(C)(C)C)c([N+](=O)[O-])n1

(continued)
ERK EGF inh | SMILES
-8% | CC1Oc2ccccc2C=C1/C=N/NC(=O)c1ccccc1 (stereo not given)
3% | CCN(CC)CCNc1ncnc2c1sc1nc(N3CCCC3)c3c(c12)CC(C)(C)OC3
-5%[57.5 µM] | O=C(CNC(=O)c1ccc(-c2ccccc2)cc1)Nc1ccc(S(=O)(=O)Nc2ncccn2)cc1
-1% | CSc1ccccc1NC(=O)COc1ccccc1C
2% | CN(C)C(=O)c1nnc(Cc2ccc(Cl)cc2)o1
31% | COc1ccc(-c2coc3cc(O)ccc3c2=O)c(OC)c1
13% | COc1ccc2c(=O)ccoc2c1
-6%[57.5 µM] | CC(=O)Nc1nc(C)c(C(C)C)s1
-10%[57.5 µM] | CCN(CC)C(=O)c1[nH]cnc1C(=O)Nc1ccc(OC)cc1
4% | S=C(Nc1ccc2nsnc2c1)NC1CCCCC1
10% | Cc1ccc(-n2c(C)cc(/C=N/NC(=O)c3ccncc3)c2C)cc1C
4% | CCOc1cc(/C=N/Nc2nc(N3CCCCC3)nc(N3CCCCC3)n2)ccc1OC(=O)c1ccco1

ERK EGF inh | SMILES
-1% | Cc1ccc(/C=N/NC(=O)c2cccs2)o1
2% | NCCNC(=O)c1ncsc1-c1cccc(F)c1
-2%[57.5 µM] | COc1ccc(NS(=O)(=O)c2cc(NC(=O)c3cc(F)c(F)c(F)c3F)ccc2N2CCCC2)cc1
-1% | CCCn1c(C)nc2c(NC3CCN(Cc4ccccc4)CC3)nc(C)nc21
15% | Cc1ccc(NC(=O)CNS(=O)(=O)c2cccs2)cc1F
-3% | O=c1[nH]c(SCc2ccc(F)cc2Cl)nc2ccccc12
2% | O=C(N/N=C/c1cccc(F)c1)c1ccc(Cl)cc1
3% | CCCCNC(=O)Nc1ccccc1C(=O)NCCC
-6% | CCCCn1nnnc1SCC(=O)NNC(=O)c1ccco1
1% | C/C(=N\NC(=O)c1ccco1)c1ccc(NC(=O)c2cccs2)cc1
-15% | NC(=O)NCc1ccc(C(=O)OCc2ccncc2)cc1
-1% | Nc1nc(CSc2ccccc2)nc(N2CCCCC2)n1

ERK EGF inh | SMILES
-4% | CC(=O)Nc1cccc(C(=O)/C=C/c2ccc(F)cc2)c1
2% | CCn1nnnc1SCC(=O)Nc1nc(C)c(C)s1
0% | CCCNC(=O)Cn1cnc2sc(C(=O)N3CCN(Cc4ccc5c(c4)OCO5)CC3)c(C)c2c1=O
0%[57.5 µM] | COc1cc(/C=N/NC(=O)Cn2cnc3c2c(=O)n(C)c(=O)n3C)cc(OC)c1OC
? | CN(C)c1ccc(/C=N/NC(=O)C(=O)/C=C2\NC3(CCCC3)Cc3ccccc32)cc1
11% | CC(=O)C1=C(C)NC(=O)NC1c1cccc([N+](=O)[O-])c1O (stereo not given)
-2% | Cc1ccccc1C(=O)Nc1nnc(-c2cccnc2)o1
4% | CCc1ccc(C(=O)NCc2cnn(C)c2)s1
1% | O=C(NCc1ccccc1)NC1(C(=O)N2CCN3CCCC3C2)CCCCC1 (stereo not given)

Arranged by SMILES length (lowest first): 4 of the compounds above.
ERK EGF inh | SMILES
-2% | Cc1ccccc1C(=O)Nc1nnc(-c2cccnc2)o1
0%[57.5 µM] | COc1cc(/C=N/NC(=O)Cn2cnc3c2c(=O)n(C)c(=O)n3C)cc(OC)c1OC
? | CN(C)c1ccc(/C=N/NC(=O)C(=O)/C=C2\NC3(CCCC3)Cc3ccccc32)cc1
0% | CCCNC(=O)Cn1cnc2sc(C(=O)N3CCN(Cc4ccc5c(c4)OCO5)CC3)c(C)c2c1=O

Bioassay records (PubChem)
